OXTR potentiator: potentiators of human oxytocin receptor. CHO-OTR cells, Fluo-8 calcium fluorescence, potentiator mode; 0% = oxytocin EC15, 100% = EC100. AID 2445. activation, % at 3 µM. P30559. 320,000 compounds, 0.061% hits;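 active = activation above that plate's cutoff, the mean activation of tested compounds plus 3 SD, cut at about 6.6% in these data, passing the limit was not always enough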;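 note: 100% uses oxytocin at 75 nM as the full agonist control; some results filed as inactive read as strong as hits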
Target sequence (P30559 whole entry, looked up): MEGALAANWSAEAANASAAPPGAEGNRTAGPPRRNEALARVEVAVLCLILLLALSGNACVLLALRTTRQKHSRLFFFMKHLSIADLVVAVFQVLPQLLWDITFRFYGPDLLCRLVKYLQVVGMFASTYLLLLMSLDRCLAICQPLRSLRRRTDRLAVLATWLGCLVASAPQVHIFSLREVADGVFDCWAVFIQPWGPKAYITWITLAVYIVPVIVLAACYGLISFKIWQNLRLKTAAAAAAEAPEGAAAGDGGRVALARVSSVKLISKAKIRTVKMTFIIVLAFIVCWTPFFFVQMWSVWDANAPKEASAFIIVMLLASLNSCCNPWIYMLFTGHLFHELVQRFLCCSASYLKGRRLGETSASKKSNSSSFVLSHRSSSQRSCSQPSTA
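Material: human OTR in CHO cells. Compound: 3.0 µM, one dose. Timing: compound 6 min at room temperature before oxytocin, 100 s read. Evaluation: % activation of max/min ratio relative to oxytocin controls. Replication: single well per compound, singlicate. Signal: Fluo-8 calcium dye fluorescence.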
GPR7 antag: blocks human GPR7 receptor signaling. P48145. GPR7-expressing cells, fluorescence antagonist assay. inhibition, % at 4.4 µM. 290,000 compounds, 1.1% hits; in the data active = inhibition above about 16%, passing the limit was not always enough;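 note: cells stimulated with the agonist NPW; 0% = agonist with vehicle and 100% = vehicle without agonist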
GalR3 antagonist: blocks the human galanin receptor 3; 360,000 compounds, 0.44% hits; HEK293 GalR3-CNG cAMP membrane potential fluorescence; galR3 body fused to GalR1 C-terminus; inhibition, % at 3 µM; O60755;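 active = inhibition above the screen-wide average plus 3 SD, cut at about 13% in these data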;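 note: forskolin and galanin both at EC90 stimulate the cells; cAMP rise reported by CNG channel membrane potential dye signal; 0% = forskolin plus galanin with DMSO and 100% = forskolin alone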
Target sequence (O60755 1-299 limits assumed): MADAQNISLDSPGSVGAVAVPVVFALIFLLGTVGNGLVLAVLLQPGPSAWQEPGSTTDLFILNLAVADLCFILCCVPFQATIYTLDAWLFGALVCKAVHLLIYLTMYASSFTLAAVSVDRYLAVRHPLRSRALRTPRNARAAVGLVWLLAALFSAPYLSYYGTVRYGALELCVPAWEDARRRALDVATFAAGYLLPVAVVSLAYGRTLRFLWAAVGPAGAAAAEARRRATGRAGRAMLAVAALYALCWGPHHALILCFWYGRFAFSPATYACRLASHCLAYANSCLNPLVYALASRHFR
MEKK2mut PB1 HTS: signal of MEK5 binding to mutant human MEKK2 PB1 domain; bead flow cytometry, Alexa488-MEK5 binding to MEKK2 mutant; percent response, % at 10 µM; 290,000 compounds, 0.35% hits; AID 1530; in the data active = percent response above about 24%, passing the limit was not always enough; note: inactives centre near 1; some results filed as inactive read as strong as hits
NALP1 inh: inhibitors of NALP1 inflammasome in yeast. S. cerevisiae NALP1/ASC/caspase-1 growth, X-gal OD620, 72 h. inhibition, % at 10 µM. 280,000 compounds, 0.61% hits; in the data active = inhibition mostly above about 24%, no sharp cut-off; inactive = mostly below about 32%; note: some compounds called inactive have numbers as strong as hits
OXTR ag: agonists of human oxytocin receptor | CHO-OTR cells, Fluo-8 calcium fluorescence; normalized: DMSO 0%, oxytocin 100% | activation, % at 3 µM | 320,000 compounds, 0.32% hits;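 active = activation above the mean of all tested compounds plus 3 SD, cutoff set per screening run, cut at about 20% in these data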;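 note: peak over basal fluorescence ratio from a 100 s FLIPR kinetic read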
V1R ag counter: activates human V1a receptor in oxytocin agonist counter-screen; AID 2797; 320,000 compounds, 0.25% hits; activation, % at 3 µM; CHO-V1R cells, Fluo-8 calcium fluorescence, agonist mode; 0% DMSO, 100% 3 nM vasopressin;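 active = activation above the mean activation of all tested compounds plus 3 SD, per screening run, cut at about 20% in these data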;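 note: signal is peak over basal fluorescence ratio across a 100 second FLIPR read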
Target sequence (P37288 whole entry, looked up): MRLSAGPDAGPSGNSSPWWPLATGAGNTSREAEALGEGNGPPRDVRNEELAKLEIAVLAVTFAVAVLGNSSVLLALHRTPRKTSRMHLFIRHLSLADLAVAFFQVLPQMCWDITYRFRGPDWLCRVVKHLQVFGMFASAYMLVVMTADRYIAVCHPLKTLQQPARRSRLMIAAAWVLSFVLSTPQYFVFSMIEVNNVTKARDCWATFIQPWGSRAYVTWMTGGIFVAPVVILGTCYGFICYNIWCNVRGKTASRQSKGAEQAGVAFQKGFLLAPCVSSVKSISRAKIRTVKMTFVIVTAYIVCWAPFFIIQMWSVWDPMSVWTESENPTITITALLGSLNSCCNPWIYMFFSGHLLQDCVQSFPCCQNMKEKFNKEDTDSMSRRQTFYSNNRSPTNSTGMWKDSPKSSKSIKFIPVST
MEKK2 WT-MEK5: raises or lowers MEK5 binding to wildtype human MEKK2 PB1 domain; Q9Y2U5; bead flow cytometry, Alexa488-MEK5 binding to MEKK2 WT; actives lie on both sides; binding response (% of control), % at 10 µM; 290,000 compounds, 1.1% hits; AID 1531; in the data active = binding response below about 67% or above about 130%
PfM18AAP inh: blocks P. falciparum M18 aspartyl aminopeptidase; recombinant PfM18AAP, H-Glu-NHMec fluorogenic cleavage; inhibition, % at 7.35 µM; 290,000 compounds, 1.2% hits; AID 1822;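 active = inhibition above the campaign mean inhibition over all tested compounds plus 3 SD, cut at about 28% in these data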;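 note: 0% = plate median of test compound wells and 100% = 2 mM ZnCl2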
The depositor's hits bear a star.

Results for OC(c1ccccn1)c1c[nH]c2ccccc12 (stereo unspecified) ?
OXTR potentiator: -5; GPR7 antag: 6; GalR3 antagonist: -3; MEKK2mut PB1 HTS: 13; NALP1 inh: -28; OXTR ag: -0.9; V1R ag counter: 0.1; MEKK2 WT-MEK5: 102; PfM18AAP inh: -8

Results for COCCC(=O)N1CCC(Oc2ccc(C(=O)N3CCCC(COC)C3)cc2)CC1 (stereo unspecified) ?
GPR7 antag: -10; GalR3 antagonist: -4; MEKK2mut PB1 HTS: -2; NALP1 inh: 9; MEKK2 WT-MEK5: 94; PfM18AAP inh: 1

How did COC(=O)c1ccc(C2SCC(=O)N2Cc2ccccc2)cc1 (stereo unspecified) do in these assays?
OXTR potentiator: -13; GPR7 antag: -1; MEKK2mut PB1 HTS: 1; NALP1 inh: -2; OXTR ag: 4.8; V1R ag counter: 4.1; MEKK2 WT-MEK5: 102; PfM18AAP inh: -1

Results for Cc1ccc2oc3c(c(=O)c2c1)C(c1ccc(F)cc1)N(CCCN1CCOCC1)C3=O (stereo unspecified) ?
GPR7 antag: 14; MEKK2mut PB1 HTS: 5; NALP1 inh: 1; MEKK2 WT-MEK5: 106; PfM18AAP inh: 0

What do the screens show for `C=CCN1C(=O)CSC1=Nc1ccc(O)cc1`?
OXTR potentiator: 0; GPR7 antag: -10; GalR3 antagonist: -3; MEKK2mut PB1 HTS: 10; NALP1 inh: 12; OXTR ag: 2.2; V1R ag counter: 8.1; MEKK2 WT-MEK5: 112; PfM18AAP inh: 4

What do the screens show for `O=C(Nc1cc(=O)[nH]c2ncnn12)c1ccco1`?
OXTR potentiator: -5; GPR7 antag: -1; GalR3 antagonist: 3; MEKK2mut PB1 HTS: 23; OXTR ag: -0.1; V1R ag counter: 5.8; MEKK2 WT-MEK5: 116; PfM18AAP inh: 4

How did CCn1c(C)c(P(c2ccccc2)c2ccccc2)[n+]2ccccc12 do in these assays?
OXTR potentiator: -4; GPR7 antag: 8; GalR3 antagonist: -9; MEKK2mut PB1 HTS: -4; NALP1 inh: -15; OXTR ag: -0.6; V1R ag counter: -0.1; MEKK2 WT-MEK5: 87; PfM18AAP inh: 4

Results for O=C(CCC1N=C2c3ccccc3N=C(SCC(=O)NCC3CCCO3)N2C1=O)NCc1ccc(F)cc1 (stereo unspecified) ?
OXTR potentiator: -9; GPR7 antag: -1; GalR3 antagonist: 1; MEKK2mut PB1 HTS: 4; NALP1 inh: 12; OXTR ag: -0.6; V1R ag counter: -0.4; MEKK2 WT-MEK5: 104; PfM18AAP inh: 5

Results for COCCOc1ccc(C(F)(F)F)cc1NC(=O)c1ccc(F)cc1 ?
OXTR potentiator: -8; GPR7 antag: -5; GalR3 antagonist: 0; MEKK2mut PB1 HTS: 1; OXTR ag: -2.2; V1R ag counter: -0.4; MEKK2 WT-MEK5: 84; PfM18AAP inh: 4

Results for COc1cc(OC)cc(C(=O)N[C@H](C(=O)OCC(=O)c2c[nH]c3ccccc23)C(C)C)c1 ?
OXTR potentiator: -10; GalR3 antagonist: -6; OXTR ag: 0.9; V1R ag counter: 1.7

Results for NC1=NC2(CCCCC2)n2c(nc3ccccc32)N1 ?
OXTR potentiator: -5; GPR7 antag: -12; GalR3 antagonist: -2; MEKK2mut PB1 HTS: 5; NALP1 inh: 26; OXTR ag: 1.0; V1R ag counter: 0.3; MEKK2 WT-MEK5: 106; PfM18AAP inh: 4

How did Cc1ccc(N2CC(C(=O)NCc3n[nH]c(=O)c4ccccc34)CC2=O)cc1 (stereo unspecified) do in these assays?
OXTR potentiator: -9; GalR3 antagonist: 3; OXTR ag: -1.0; V1R ag counter: -0.2

Results for C=CCOC(=O)C(=O)/C=C/c1coc2ccccc2c1=O ?
OXTR potentiator: 0; GPR7 antag: -10; GalR3 antagonist: -1; MEKK2mut PB1 HTS: 1; NALP1 inh: -8; OXTR ag: 1.9; V1R ag counter: 2.5; MEKK2 WT-MEK5: 98; PfM18AAP inh: 2

How did CC(C)C(=O)Nc1ccc(C(=O)Nc2ccc(S(=O)(=O)N3CCOCC3)cc2)cc1 do in these assays?
OXTR potentiator: -1; GPR7 antag: -15; MEKK2mut PB1 HTS: 10; NALP1 inh: 9; OXTR ag: 1.1; V1R ag counter: -0.1; MEKK2 WT-MEK5: 100; PfM18AAP inh: 0

How did COc1ccc(C)cc1Nc1nc(N)c2ccccc2n1 do in these assays?
OXTR potentiator: -4; GPR7 antag: 5; GalR3 antagonist: -11; MEKK2mut PB1 HTS: 17; NALP1 inh: 21; OXTR ag: 0.9; V1R ag counter: 0.9; MEKK2 WT-MEK5: 119; PfM18AAP inh: 1

Reprinted at random: two entries already listed, in no set order.
Results for Cc1ccc2oc3c(c(=O)c2c1)C(c1ccc(F)cc1)N(CCCN1CCOCC1)C3=O (stereo unspecified) ?
GPR7 antag: 14; MEKK2mut PB1 HTS: 5; NALP1 inh: 1; MEKK2 WT-MEK5: 106; PfM18AAP inh: 0

Results for COc1cc(OC)cc(C(=O)N[C@H](C(=O)OCC(=O)c2c[nH]c3ccccc23)C(C)C)c1 ?
OXTR potentiator: -10; GalR3 antagonist: -6; OXTR ag: 0.9; V1R ag counter: 1.7

Continued.
Results for COc1ccccc1C(c1nnnn1C(C)C)N1CCN(C(=O)c2ccco2)CC1 (stereo unspecified) ?
OXTR potentiator: -7; GPR7 antag: -5; GalR3 antagonist: -8; MEKK2mut PB1 HTS: 1; NALP1 inh: 8; OXTR ag: -1.0; V1R ag counter: 0.1; MEKK2 WT-MEK5: 101; PfM18AAP inh: -7

What do the screens show for `COc1cc(-c2c(-c3cc(OC)c(OC)c(OC)c3)noc2C)ccc1F`?
OXTR potentiator: -1; GPR7 antag: 12; GalR3 antagonist: 3; MEKK2mut PB1 HTS: 1; NALP1 inh: 12; OXTR ag: 4.3; V1R ag counter: 5.3; MEKK2 WT-MEK5: 98; PfM18AAP inh: -7

Results for CCOC(=O)C1(Cc2ccccc2Cl)CCN(C(=O)c2cc(C)on2)CC1 ?
OXTR potentiator: -6; GPR7 antag: 17; GalR3 antagonist: -11; MEKK2mut PB1 HTS: -1; NALP1 inh: 2; OXTR ag: -0.5; V1R ag counter: 0.6; MEKK2 WT-MEK5: 96; PfM18AAP inh: 15

Results for Cc1cc(OCC(=O)NCC2CCC(C(=O)O)CC2)c2c(C)c(C)c(=O)oc2c1 (stereo unspecified) ?
OXTR potentiator: 1; GPR7 antag: -5; GalR3 antagonist: -7; MEKK2mut PB1 HTS: 4; NALP1 inh: 2; OXTR ag: 0.4; V1R ag counter: -0.1; MEKK2 WT-MEK5: 101; PfM18AAP inh: -13

What do the screens show for `Cc1c(Cl)cccc1NC(=O)C1CC2CCC1C2` (stereo unspecified)?
OXTR potentiator: 4; GalR3 antagonist: 4; OXTR ag: -2.7; V1R ag counter: -1.8

What do the screens show for `O=C(Nc1cc(Cl)ccc1O)C1CCCO1` (stereo unspecified)?
OXTR potentiator: -20; GPR7 antag: -16; GalR3 antagonist: 1; MEKK2mut PB1 HTS: 4; NALP1 inh: 2; OXTR ag: -0.1; V1R ag counter: -0.2; MEKK2 WT-MEK5: 100; PfM18AAP inh: 0

What do the screens show for `CCOc1ccccc1N(C)C(=O)CCS(=O)(=O)c1ccc2c(c1)NC(=O)CO2`?
OXTR potentiator: -4; GPR7 antag: 0; GalR3 antagonist: -9; MEKK2mut PB1 HTS: -1; NALP1 inh: -1; OXTR ag: 0.4; V1R ag counter: 0.8; MEKK2 WT-MEK5: 98; PfM18AAP inh: -5

What do the screens show for `COc1ccccc1N1CCN(CC(O)COc2ccc3c(c2)OCO3)CC1` (stereo unspecified)?
OXTR potentiator: -4; GPR7 antag: -8; GalR3 antagonist: -5; MEKK2mut PB1 HTS: -1; NALP1 inh: 23*; OXTR ag: 0.1; V1R ag counter: 0.5; MEKK2 WT-MEK5: 108; PfM18AAP inh: 7

How did Nc1nccnc1C(=O)OCC(=O)NCCc1ccc(Cl)cc1 do in these assays?
OXTR potentiator: -11; GalR3 antagonist: -5; OXTR ag: -0.8; V1R ag counter: 0.9

How did CC(Oc1ccc(Br)cc1)C(=O)NCC(c1cccs1)N1CCOCC1 (stereo unspecified) do in these assays?
OXTR potentiator: -9; GalR3 antagonist: -4; OXTR ag: -0.8; V1R ag counter: -0.6

What do the screens show for `COc1ccc(O)c(/C=N/NC(=O)c2cc(=O)[nH]c3ccccc23)c1`?
OXTR potentiator: 3; GPR7 antag: -16; GalR3 antagonist: 1; MEKK2mut PB1 HTS: -1; NALP1 inh: 45*; OXTR ag: 0.1; V1R ag counter: 0.1; MEKK2 WT-MEK5: 99; PfM18AAP inh: 17

How did O=C(c1ccccc1)c1cc2ccccc2oc1=O do in these assays?
OXTR potentiator: -11; GPR7 antag: -3; GalR3 antagonist: 8; MEKK2mut PB1 HTS: 4; NALP1 inh: 24; OXTR ag: -0.3; V1R ag counter: -0.2; MEKK2 WT-MEK5: 106; PfM18AAP inh: -3

What do the screens show for `COc1ccccc1C(=O)NC(=S)Nc1cccnc1Cl`?
OXTR potentiator: 4; GPR7 antag: -14; GalR3 antagonist: -8; MEKK2mut PB1 HTS: -2; NALP1 inh: 25; OXTR ag: -1.6; V1R ag counter: -0.5; MEKK2 WT-MEK5: 98; PfM18AAP inh: 9

Results for CC(CN1CCOCC1)OC(=O)c1cccc(Br)c1 (stereo unspecified) ?
OXTR potentiator: 5; GPR7 antag: 0; GalR3 antagonist: 2; MEKK2mut PB1 HTS: -5; NALP1 inh: -3; OXTR ag: 0.3; V1R ag counter: 1.8; MEKK2 WT-MEK5: 99; PfM18AAP inh: -5

What do the screens show for `O=C(/C=C/c1ccc(Br)o1)NCCCN1CCOCC1`?
OXTR potentiator: -12; GPR7 antag: -1; GalR3 antagonist: -6; MEKK2mut PB1 HTS: -5; NALP1 inh: 0; OXTR ag: -1.6; V1R ag counter: 0.0; MEKK2 WT-MEK5: 102; PfM18AAP inh: -1

How did CCn1ccc2cc(OC)ccc2c1=S do in these assays?
OXTR potentiator: -14; GPR7 antag: -5; GalR3 antagonist: 0; MEKK2mut PB1 HTS: -1; NALP1 inh: 7; OXTR ag: 0.9; V1R ag counter: 4.8; MEKK2 WT-MEK5: 98; PfM18AAP inh: 0

What do the screens show for `O=C(CSc1nnc(CNC(=O)c2cccs2)o1)NCCc1ccccc1`?
OXTR potentiator: -2; GPR7 antag: 3; GalR3 antagonist: -2; MEKK2mut PB1 HTS: 12; NALP1 inh: 12; OXTR ag: 0.4; V1R ag counter: -0.3; MEKK2 WT-MEK5: 113; PfM18AAP inh: -1

Results for CC(C)C(C(=O)NC1CCCC1)N(Cc1ccco1)C(=O)CNS(=O)(=O)c1ccccc1 (stereo unspecified) ?
OXTR potentiator: -6; GPR7 antag: 3; GalR3 antagonist: -9; MEKK2mut PB1 HTS: -6; NALP1 inh: 30; OXTR ag: 0.4; V1R ag counter: 0.5; MEKK2 WT-MEK5: 94; PfM18AAP inh: -4

Results for Cc1nn(-c2ccccc2)c2nc(=O)n(-c3ccccc3)cc12 ?
OXTR potentiator: 4; GPR7 antag: -6; GalR3 antagonist: 0; MEKK2mut PB1 HTS: 5; NALP1 inh: 10; OXTR ag: 0.0; V1R ag counter: 0.3; MEKK2 WT-MEK5: 113; PfM18AAP inh: -1

What do the screens show for `CC1CCCN(C(=O)CN2C(=O)CSc3ccc(S(=O)(=O)N4CCOCC4)cc32)C1` (stereo unspecified)?
OXTR potentiator: 1; GPR7 antag: -7; GalR3 antagonist: -7; MEKK2mut PB1 HTS: -6; NALP1 inh: 2; OXTR ag: 0.3; V1R ag counter: 0.6; MEKK2 WT-MEK5: 102; PfM18AAP inh: 1

Source: PubChem (several laboratories)
